Screening data: PubChem BioAssay, several laboratories
Vif inh – HIV Vif inhibition | AID 602346 | HEK293T cells, Vif self-association by quenched fluorescence, imaging, 24 h | 340,000 tested, 0.35% active | inhibition, % at 7.49 µM; in the data active = inhibition above about 50%, passing the limit was not always enough; note: some results filed as inactive read as strong as hits
CaV13 FRET inh – Primary screen for inhibitors of IQ motif and Ca2+-dependent inactivation inhibitor domain binding in CACNA1D, Förster resonance energy transfer in living cells, …; 340,000 tested, 0.098% active; HEK cells, CFP/YFP FRET ICDI-IQ, plate reader, 10 min; percent FRET-ratio fall versus neutral wells; inhibition, % at 12.3 µM; AID 743397;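 active = mean replicate inhibition of at least 30% and at least 1% of replicates passing that level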;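 note: 0% = median of the neutral control wells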
N-glyco inh – N-linked glycosylation inhibition; D54 ERlucT glycosylation luciferase reporter, 24 h; percent of 100 nM tunicamycin response; reporter increase, % at 12.5 µM; 360,000 tested, 0.23% active; AID 588692;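 active = mean luciferase reporter signal, scaled so untreated is 0 and the glycosylation-blocking control 100, at or above a set limit in every replicate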;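 note: luciferase carries N-glycosylation sites so blocking glycosylation raises the light; 0% = median of neutral control wells and 100% = median of 100 nM tunicamycin wells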
m5-HT2A agonist – activates the mouse 5-HT2A serotonin receptor. P35363. CHO-K1 mHTR2A beta-arrestin complementation, luminescence; percent of 30 µM serotonin response. activation, % at 7.6 µM. 360,000 tested, 0.66% active;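 active = activation above a run cutoff, the mean activation of all tested compounds plus 3 SD, cut at about 14% in these data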;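 note: 0% = plate median of compound wells and 100% = 30 µM serotonin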
Target sequence (P35363 whole entry, looked up): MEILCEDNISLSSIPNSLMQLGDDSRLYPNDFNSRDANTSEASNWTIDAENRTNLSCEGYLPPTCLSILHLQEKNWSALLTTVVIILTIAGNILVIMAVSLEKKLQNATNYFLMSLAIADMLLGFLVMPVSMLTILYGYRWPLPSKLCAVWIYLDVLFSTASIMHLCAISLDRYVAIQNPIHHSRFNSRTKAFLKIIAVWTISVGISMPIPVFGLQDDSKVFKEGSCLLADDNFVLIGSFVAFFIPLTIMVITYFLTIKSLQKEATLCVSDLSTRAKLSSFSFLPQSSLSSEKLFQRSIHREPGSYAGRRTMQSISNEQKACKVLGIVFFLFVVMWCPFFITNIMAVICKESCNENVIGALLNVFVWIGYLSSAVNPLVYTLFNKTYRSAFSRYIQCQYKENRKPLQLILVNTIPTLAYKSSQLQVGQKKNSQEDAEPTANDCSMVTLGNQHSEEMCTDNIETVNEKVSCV
ABCB6 inh 2 – blocks the human ABCB6 transporter; Q9NP58; K562-ABCB6 porphyrin accumulation, flow cytometry, 1 h; active compounds read low; fluorescence ratio to DMSO, % at 10 µM; 360,000 tested, 0.19% active; AID 602162;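 active = fluorescence ratio to DMSO below 75%, the collection mean minus 3 SD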;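 note: signal is porphyrin accumulated inside mitochondria; 100% equals median channel fluorescence of DMSO control wells; lower ratio means ABCB6 inhibition with less porphyrin fluorescence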
H9c2 protect – protects H9c2 cardiomyocytes from peroxide injury; protection from H2O2 cell death, % at 20 µM; AID 588492; H2O2 injury protection, ATPLite, 2 h; 360,000 tested, 0.63% active;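 active = compounds giving at least 50% protection of heart cells from peroxide-induced death in the single-dose screen, raw or plate-pattern-corrected value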;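 note: 0% = DMSO wells with peroxide and 100% = DMSO wells without peroxide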
PDI inh – inhibitors of human protein disulfide isomerase; 350,000 tested, 0.052% active; PDI insulin aggregation turbidity, A650, 90 min; AID 588391; inhibition, % at 10 µM;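 active = mean inhibition across replicates of 30% or more, whatever share of single replicates reach that level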;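 note: absorbance from insulin aggregation driven by PDI reduction with DTT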
Target sequence (P07237 whole entry, looked up): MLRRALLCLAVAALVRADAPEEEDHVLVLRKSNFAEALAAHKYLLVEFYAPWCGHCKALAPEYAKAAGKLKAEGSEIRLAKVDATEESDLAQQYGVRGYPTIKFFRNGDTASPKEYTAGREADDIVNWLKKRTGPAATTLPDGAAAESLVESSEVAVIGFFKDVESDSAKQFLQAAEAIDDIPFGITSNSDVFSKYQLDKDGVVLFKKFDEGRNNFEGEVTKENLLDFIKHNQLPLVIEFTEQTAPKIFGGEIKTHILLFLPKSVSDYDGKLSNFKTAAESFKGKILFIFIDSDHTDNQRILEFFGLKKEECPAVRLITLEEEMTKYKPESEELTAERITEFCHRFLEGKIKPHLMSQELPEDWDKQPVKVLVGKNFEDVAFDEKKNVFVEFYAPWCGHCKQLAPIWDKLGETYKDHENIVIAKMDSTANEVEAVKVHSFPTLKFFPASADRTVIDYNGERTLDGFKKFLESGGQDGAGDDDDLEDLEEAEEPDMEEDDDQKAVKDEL
iPSC survival up – increases survival of single human iPS cells; hiPSC single-cell survival, ATPlite luminescence; 100% = ROCK inhibitor wells, 0% = DMSO; survival enhancement, % at 20 µM; 360,000 tested, 0.044% active; in the data active = survival enhancement above about 18%;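 note: cells exposed to compounds for 16 hours before the ATP read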
aDG glyco up – increases alpha dystroglycan glycosylation. Pro5-aDG cells, alpha-DG glycosylation AlphaScreen (IIH6); 0% Pro5, 100% B10-LARGE cell signal. AID 624168. activation, % at 10 µM. 360,000 tested, 0.22% active;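 active = activation of at least 8% versus controls, or a plate z-score of at least 8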;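 note: Pro5 are CHO cells carrying HIG-tagged alpha-DG that lacks glycosylation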
Exocytosis inh – lytic granule exocytosis inhibition; TALL-104 LAMP-1 surface exposure, flow cytometry; cells stimulated with thapsigargin and PMA; inhibition, % at 10 µM; 360,000 tested, 0.66% active;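 active = inhibition above about 55%, limit read from the data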
Numbers without * were called inactive. The order is random (roughly 3.1% active in at least one column).

`CC(C)(C)c1nnc(NC(=O)c2cc(-c3ccccc3)nc3ccccc23)s1` gave Vif inh 3, CaV13 FRET inh -3, N-glyco inh -3, m5-HT2A agonist 1, ABCB6 inh 2 91, H9c2 protect -1, PDI inh 12, iPSC survival up 7.2, aDG glyco up 0.2 and Exocytosis inh -4.
Screening CCOc1ncccc1C(=O)Nc1nc(C(C)(C)C)cs1 returned Vif inh -3, CaV13 FRET inh -5, N-glyco inh -1, m5-HT2A agonist 3, ABCB6 inh 2 89, H9c2 protect 2, PDI inh 0, iPSC survival up -2.3, aDG glyco up 0.1 and Exocytosis inh 2.
`[O-][n+]1onc2c1CCC1N(O)C(c3ccccc3)CC21O` (configuration not stated) gave CaV13 FRET inh -4, N-glyco inh -2, m5-HT2A agonist 4, ABCB6 inh 2 97, H9c2 protect 2, PDI inh 12, iPSC survival up -0.5, aDG glyco up 0.0 and Exocytosis inh -2.
For CC(C)CC(NC(=O)c1ccccc1)C(=O)N/N=C/c1ccco1 (configuration not stated) the results were Vif inh -2, CaV13 FRET inh -4, N-glyco inh 2, m5-HT2A agonist 1, ABCB6 inh 2 96, H9c2 protect 4, PDI inh -6, iPSC survival up 0.7, aDG glyco up -0.1 and Exocytosis inh -6.
`CC(=O)N1CCN(C(=O)CCC(=O)O)CC1` gave Vif inh -1, CaV13 FRET inh -14, N-glyco inh 1, m5-HT2A agonist 10, ABCB6 inh 2 96, H9c2 protect 3, PDI inh 5, iPSC survival up 1.6, aDG glyco up -0.1 and Exocytosis inh -2.
Screening CC(=O)Oc1ccc(C(=O)Nc2ccccc2C(=O)N2CCCC2)cc1 returned Vif inh 0, CaV13 FRET inh -6, N-glyco inh -2, m5-HT2A agonist 6, ABCB6 inh 2 107, H9c2 protect 6, PDI inh 2, iPSC survival up -0.1, aDG glyco up -0.1 and Exocytosis inh -4.
CCN(CC(=O)Nc1ccccc1C(F)(F)F)C(=O)c1ccc(N2CCCC2=O)cc1 was read as Vif inh 45, CaV13 FRET inh -5, N-glyco inh -2, m5-HT2A agonist -2, ABCB6 inh 2 99, H9c2 protect -2, PDI inh 1, iPSC survival up -4.3, aDG glyco up 0.0 and Exocytosis inh 22.
Cc1ccc(C(C)C)c(OCCSc2nc3ccccc3n2CC(=O)O)c1 was read as Vif inh 5, CaV13 FRET inh -3, N-glyco inh 1, m5-HT2A agonist 6, ABCB6 inh 2 104, H9c2 protect 1, PDI inh 13, iPSC survival up -0.5, aDG glyco up 0.3 and Exocytosis inh -3.
Cc1ccc(C)c(NC(=O)C2CC(O)CN2C(=O)OCc2ccccc2)c1 (configuration not stated) was read as Vif inh -2, CaV13 FRET inh -3, N-glyco inh 2, m5-HT2A agonist 4, ABCB6 inh 2 98, H9c2 protect 2, PDI inh -2, iPSC survival up 10, aDG glyco up 0.0 and Exocytosis inh -1.
Screening O=C(CN1CCc2cc3c(cc2C1)OCCCO3)Nc1ccc(S(=O)(=O)N2CCCC2)cc1 returned Vif inh 13, CaV13 FRET inh -14, N-glyco inh -2, m5-HT2A agonist -6, ABCB6 inh 2 108, H9c2 protect 0, PDI inh -1, iPSC survival up 0.1, aDG glyco up 0.1 and Exocytosis inh -7.
For COc1cc(C(=O)CSc2nccn2C)cc(OC)c1OC the results were Vif inh -1, CaV13 FRET inh -5, N-glyco inh 0, m5-HT2A agonist -2, ABCB6 inh 2 95, H9c2 protect 0, PDI inh 7, iPSC survival up 1.4, aDG glyco up -0.1 and Exocytosis inh -1.
Cc1ccc(S(=O)(=O)N(Cc2ccccc2)Cc2ccco2)cc1 was read as Vif inh -3, CaV13 FRET inh -7, N-glyco inh -6, m5-HT2A agonist -2, ABCB6 inh 2 89, H9c2 protect -28, PDI inh 0, iPSC survival up -0.6, aDG glyco up 1.2 and Exocytosis inh 1.
Screening COc1ccc(N2Cc3ccccc3/C2=N\C(=O)Nc2ccccc2)cc1 returned Vif inh -3, N-glyco inh -1, m5-HT2A agonist 0, ABCB6 inh 2 100, H9c2 protect -5, PDI inh 6, iPSC survival up -0.1, aDG glyco up -0.1 and Exocytosis inh 0.
Screening CS(=O)(=O)N1CCCC(C(=O)NCc2ccc(F)cc2Cl)C1 (configuration not stated) returned Vif inh 5, N-glyco inh 1, m5-HT2A agonist 0, ABCB6 inh 2 76, H9c2 protect 10, PDI inh -4, iPSC survival up 1.0, aDG glyco up 0.0 and Exocytosis inh 2.
COc1ccc(CC(=O)Nc2nc3n(n2)C(c2ccccc2)CC(=O)N3)cc1OC (configuration not stated) was read as N-glyco inh 1, m5-HT2A agonist 0, ABCB6 inh 2 100, H9c2 protect -7, PDI inh 0, iPSC survival up 10, aDG glyco up -0.1 and Exocytosis inh -1.
Screening CCOC(=O)c1ccc(NC(=O)Cn2nnc(-c3ccccc3F)n2)cc1 returned Vif inh -2, CaV13 FRET inh -5, N-glyco inh 2, m5-HT2A agonist 2, ABCB6 inh 2 96, H9c2 protect -12, PDI inh -10, iPSC survival up -0.2, aDG glyco up 0.4 and Exocytosis inh 7.
Screening COCCN(C(=O)CNC(=O)c1ccco1)C(C(=O)NC1CCCC1)c1ccccc1F (configuration not stated) returned Vif inh 22, CaV13 FRET inh -3, N-glyco inh -1, m5-HT2A agonist 4, ABCB6 inh 2 97, H9c2 protect 2, PDI inh 2, iPSC survival up 0.0, aDG glyco up 0.4 and Exocytosis inh 14.
For O=C(CSc1nc(=O)n2ccccc2n1)Nc1ccc2c(c1)OCCO2 the results were Vif inh 6, CaV13 FRET inh -6, N-glyco inh 5, m5-HT2A agonist -5, ABCB6 inh 2 97, H9c2 protect 6, PDI inh -3, iPSC survival up 0.5, aDG glyco up -0.2 and Exocytosis inh 3.
For Cc1cnc(C(=O)OCC(=O)Nc2ccc(C)c(S(=O)(=O)N3CCCCCC3)c2)cn1 the results were Vif inh -2, CaV13 FRET inh -6, N-glyco inh 2, m5-HT2A agonist -2, ABCB6 inh 2 95, H9c2 protect -9, PDI inh -13, iPSC survival up -0.8, aDG glyco up 0.0 and Exocytosis inh -4.
`O=C(COC(=O)c1ncc(Cl)c(Cl)c1Cl)Nc1cccnc1Cl` gave Vif inh 3, CaV13 FRET inh -7, N-glyco inh 1, m5-HT2A agonist -6, ABCB6 inh 2 94, H9c2 protect -2, PDI inh 1, iPSC survival up -0.5, aDG glyco up -0.1 and Exocytosis inh 0.
O=C(Nc1ccc(Br)cc1Br)C1CC(=O)N(Cc2ccccc2)C1 (configuration not stated) was read as Vif inh -3, CaV13 FRET inh -2, N-glyco inh 0, m5-HT2A agonist -1, ABCB6 inh 2 93, H9c2 protect 0, PDI inh 0, iPSC survival up -0.3, aDG glyco up 0.0 and Exocytosis inh 5.
For C[C@H]1CN([C@@H](C)CO)C(=O)c2cc(Br)cnc2O[C@@H]1CN(C)C(=O)c1ccncc1 the results were Vif inh -5, CaV13 FRET inh -5, N-glyco inh 2, m5-HT2A agonist -1, ABCB6 inh 2 100, H9c2 protect -4, PDI inh -2, iPSC survival up -0.9, aDG glyco up 0.2 and Exocytosis inh -1.
For NC(=O)c1ccccc1N(Cc1ccccc1)S(=O)(=O)c1ccccc1 the results were Vif inh 0, CaV13 FRET inh -4, N-glyco inh -2, m5-HT2A agonist 0, ABCB6 inh 2 98, H9c2 protect 4, PDI inh 8, iPSC survival up 1.6, aDG glyco up -0.1 and Exocytosis inh 11.
Screening O=C(O)C(Cc1c[nH]c2ccccc12)NS(=O)(=O)c1ccc2ccccc2c1 (configuration not stated) returned Vif inh -14, CaV13 FRET inh 6, N-glyco inh 4, m5-HT2A agonist -3, ABCB6 inh 2 100, H9c2 protect 3, PDI inh 0, iPSC survival up -1.4, aDG glyco up -0.5 and Exocytosis inh -13.
For CC(=O)Oc1ccc(C(=O)Nc2cccc(NC(=O)c3ccco3)c2)cc1 the results were Vif inh -7, CaV13 FRET inh -4, N-glyco inh -5, m5-HT2A agonist 6, ABCB6 inh 2 96, H9c2 protect 1, PDI inh -5, iPSC survival up -0.3, aDG glyco up 0.1 and Exocytosis inh -12.
For NC(=O)Nn1c(CCC(=O)O)ccc1-c1ccc(Br)cc1 the results were Vif inh -2, N-glyco inh 4, m5-HT2A agonist -3, ABCB6 inh 2 93, H9c2 protect 2, PDI inh -2, iPSC survival up 1.3, aDG glyco up 0.1 and Exocytosis inh -4.
`Cc1cccc(NC(=O)CCNS(=O)(=O)c2cccc3nsnc23)c1` gave Vif inh 0, CaV13 FRET inh -4, N-glyco inh 1, m5-HT2A agonist -3, ABCB6 inh 2 95, H9c2 protect 10, PDI inh 3, iPSC survival up -0.4, aDG glyco up 0.0 and Exocytosis inh -1.
Cc1ccc(Nc2nc(NCCO)nc3c2cnn3C)cc1Cl was read as Vif inh -5, CaV13 FRET inh -3, N-glyco inh 7, m5-HT2A agonist -7, ABCB6 inh 2 94, H9c2 protect 7, PDI inh -1, iPSC survival up 0.7, aDG glyco up 0.5 and Exocytosis inh 15.
`CCCS(=O)(=O)NC(=O)C1(C)CCCN(C(=O)C(C)(C)Oc2ccc(Cl)cc2)C1` (configuration not stated) gave Vif inh 9, CaV13 FRET inh -7, N-glyco inh 1, m5-HT2A agonist -1, ABCB6 inh 2 101, H9c2 protect -2, PDI inh -4, iPSC survival up -1.0, aDG glyco up 0.5 and Exocytosis inh 4.
COc1ccccc1C(=O)NCCOc1ccc(C(C)(C)C)cc1 was read as Vif inh 16, CaV13 FRET inh -21, N-glyco inh 1, m5-HT2A agonist 5, ABCB6 inh 2 101, H9c2 protect -12, PDI inh 1, iPSC survival up 1.5, aDG glyco up 0.1 and Exocytosis inh -6.
Screening O=C(COC(=O)c1ccc(Br)cc1)NCC1CCCO1 (configuration not stated) returned Vif inh -1, CaV13 FRET inh -11, N-glyco inh 1, m5-HT2A agonist 2, ABCB6 inh 2 98, H9c2 protect -2, PDI inh -2, iPSC survival up 0.8, aDG glyco up 0.0 and Exocytosis inh 5.

As a short view, part of the list above:
Screening CCOC(=O)c1ccc(NC(=O)Cn2nnc(-c3ccccc3F)n2)cc1 returned Vif inh -2, CaV13 FRET inh -5, N-glyco inh 2, m5-HT2A agonist 2, ABCB6 inh 2 96, H9c2 protect -12, PDI inh -10, iPSC survival up -0.2, aDG glyco up 0.4 and Exocytosis inh 7.
Screening COCCN(C(=O)CNC(=O)c1ccco1)C(C(=O)NC1CCCC1)c1ccccc1F (configuration not stated) returned Vif inh 22, CaV13 FRET inh -3, N-glyco inh -1, m5-HT2A agonist 4, ABCB6 inh 2 97, H9c2 protect 2, PDI inh 2, iPSC survival up 0.0, aDG glyco up 0.4 and Exocytosis inh 14.
For O=C(CSc1nc(=O)n2ccccc2n1)Nc1ccc2c(c1)OCCO2 the results were Vif inh 6, CaV13 FRET inh -6, N-glyco inh 5, m5-HT2A agonist -5, ABCB6 inh 2 97, H9c2 protect 6, PDI inh -3, iPSC survival up 0.5, aDG glyco up -0.2 and Exocytosis inh 3.
For Cc1cnc(C(=O)OCC(=O)Nc2ccc(C)c(S(=O)(=O)N3CCCCCC3)c2)cn1 the results were Vif inh -2, CaV13 FRET inh -6, N-glyco inh 2, m5-HT2A agonist -2, ABCB6 inh 2 95, H9c2 protect -9, PDI inh -13, iPSC survival up -0.8, aDG glyco up 0.0 and Exocytosis inh -4.
